Screens deposited in PubChem BioAssay by Broad Institute.
INS-1E GSIS act: GLuc luminescence reporter in INS-1E cells, primary screen for activators of glucose-dependent secretion of insulin. INS-1E GLuc reporter insulin secretion, 2-3 h. activation, % at 16.6 µM. 370,000 tested, 0.61% active;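 active means lowest replicate activation of at least 40%, so every replicate reaches that level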;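 further: 0% = median of neutral control wells and 100% = median of IBMX positive control wells; some compounds called inactive have numbers as strong as hits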
esBAF inh: SWI/SNF esBAF complex inhibition; AID 602393; reporter increase, % at 12.5 µM; mouse ES cells, Bmi1-luciferase knock-in reporter, 24 h; 100% = twice the neutral-well signal; 350,000 tested, 2% active; in the data active means activation above about 40%;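 further: 0% = median of the plate's neutral control wells and 100% = double that signal; a rise in the Bmi1 reporter signal indicates esBAF inhibition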
Xi reactivation: X-chromosome reactivation activator; 360,000 tested, 0.055% active; activation, % at 7.58 µM; XiGFP mouse fibroblasts, % GFP-positive cells imaging, 3 d; cells co-treated with 5-aza-dC sensitizer; scaled so ellipticine positive control = 100%;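 active means mean normalized replicate activation at least 10% and every replicate at or above 10%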;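 further: 0% = median of on-plate neutral control wells and 100% = ellipticine 6 µM median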
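System: 68-5-11 XiGFP fibroblast line | Buffer or medium: DMEM containing 5-aza-dC | Compound: Single point | Times: Compounds 3 days, fix/stain 15 min at room temperature | Benchmarks: Positive control ellipticine, 6 µM final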
ERAP1 inh: ERAP1 (human) enzyme inhibition | Q9NZ08 | recombinant ERAP1, Leu-AMC fluorescence, 60 min | inhibition, % at 10.7 µM | 340,000 tested, 0.15% active;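 active means mean replicate inhibition of at least 30%, or all replicates individually reaching that 30% level; inactive means mean below 30% and not every replicate reaching it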;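 further: 0% = neutral control wells and 100% = L-leucinethiol positive control wells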
RAD52 anneal inh: blocks human RAD52 DNA annealing; recombinant RAD52 DNA annealing, FRET fluorescence; 360,000 tested, 0.46% active; AID 651710; inhibition, % at 18.7 µM;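 active means every replicate showing at least 50% inhibition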
F508del corr: correctors of CFTR F508del function in bronchial epithelial cells; CFBE cells, YFP halide quenching; stimulated with forskolin plus potentiator P3; % fluorescence drop versus neutral controls; activity (quench increase), % at 7.58 µM; 350,000 tested, 0.36% active; AID 720511;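 active means mean added fluorescence quench of at least 8% versus neutral control, with both replicates also reaching 8%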;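 further: cells transiently co-express mutant CFTR-F508del with the halide-sensitive YFP; corrector assay measuring rescue of mutant channel to the surface after 24 h compound exposure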
RAD54 branch: RAD54 (human) branch migration inhibition; Q92698; RAD54 Holliday junction branch migration, FAM/BHQ fluorescence; inhibition, % at 10.4 µM; 360,000 tested, 0.14% active;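 active means mean normalized replicate activity at least 40 and at least half of replicates scoring 40 or more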;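 further: 0% = median of neutral control wells and 100% = median of positive control wells; inhibitors cause a drop in the FAM fluorescence signal; in these data hits start at about 50%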
Target sequence (Q92698 whole entry, looked up): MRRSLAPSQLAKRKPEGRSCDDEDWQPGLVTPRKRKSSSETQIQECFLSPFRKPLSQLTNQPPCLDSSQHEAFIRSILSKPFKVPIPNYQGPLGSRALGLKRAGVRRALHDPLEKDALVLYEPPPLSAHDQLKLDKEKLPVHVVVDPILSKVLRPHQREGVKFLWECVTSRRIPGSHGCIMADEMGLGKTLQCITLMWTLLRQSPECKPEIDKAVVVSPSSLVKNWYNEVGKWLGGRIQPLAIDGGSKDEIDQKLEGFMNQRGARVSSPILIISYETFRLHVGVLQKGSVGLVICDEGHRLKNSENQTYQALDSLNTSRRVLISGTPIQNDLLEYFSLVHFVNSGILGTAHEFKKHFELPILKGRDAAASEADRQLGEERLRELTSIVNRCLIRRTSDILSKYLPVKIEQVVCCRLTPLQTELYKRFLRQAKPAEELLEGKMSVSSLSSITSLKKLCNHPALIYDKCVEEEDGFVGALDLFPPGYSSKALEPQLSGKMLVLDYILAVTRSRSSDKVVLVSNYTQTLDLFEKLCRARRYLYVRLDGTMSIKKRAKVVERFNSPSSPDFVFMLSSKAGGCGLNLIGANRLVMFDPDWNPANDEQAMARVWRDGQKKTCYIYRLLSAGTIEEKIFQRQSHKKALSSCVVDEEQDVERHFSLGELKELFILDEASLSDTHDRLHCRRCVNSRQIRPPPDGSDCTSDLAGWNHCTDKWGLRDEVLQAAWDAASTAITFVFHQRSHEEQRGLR
ARNT-TACC3 inh: disruptors of human ARNT/TACC3 interaction | AlphaScreen His-ARNT PAS-B/GST-TACC3 binding, luminescence; TACC3 fragment carries E629A point mutation | Q9Y6A5 | 390,000 tested, 0.66% active | inhibition, % at 9.99 µM | AID 623870;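 active means mean inhibition of replicates at least 50% and at least half of replicates each reaching 50%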;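 further: 0% = complete ARNT plus TACC3 wells and 100% = ARNT alone without TACC3; many hits fall short of the cut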
Numbers without * were called inactive; x = not tested or not shown; & = joins results of further samples.

Start of the listing, in advance, 4 compounds:
SMILES	INS-1E GSIS act	esBAF inh	Xi reactivation	ERAP1 inh	RAD52 anneal inh	F508del corr	RAD54 branch	ARNT-TACC3 inh
COc1cccc(-c2ccc([C@@H]3[C@@H](CO)N(C(=O)Cc4ccccc4)[C@H]3C#N)cc2)c1	-11	-9	0.5	1	-52	-2.7	-13	8
C[C@H](CO)N1C[C@H](C)[C@@H](CN(C)C(=O)C2CCCCC2)Oc2ncc(C#CC3(O)CCCC3)cc2C1=O	20	6	0.0	2	10	-0.3	-4	-5
CC(C)C#Cc1ccc2c(c1)O[C@@H](CN(C)C)[C@@H](C)CN([C@@H](C)CO)S2(=O)=O	9	-2	0.0	x	6	1.4	1	-8
Cc1cccc(N2CCN(C(=O)COc3cccc4c3OC(C)(C)C4)CC2)c1C	-9	x	0.0	8	-13	0.6	x	2

Results, previewed entries included:
SMILES	INS-1E GSIS act	esBAF inh	Xi reactivation	ERAP1 inh	RAD52 anneal inh	F508del corr	RAD54 branch	ARNT-TACC3 inh
COc1cccc(-c2ccc([C@@H]3[C@@H](CO)N(C(=O)Cc4ccccc4)[C@H]3C#N)cc2)c1	-11	-9	0.5	1	-52	-2.7	-13	8
C[C@H](CO)N1C[C@H](C)[C@@H](CN(C)C(=O)C2CCCCC2)Oc2ncc(C#CC3(O)CCCC3)cc2C1=O	20	6	0.0	2	10	-0.3	-4	-5
CC(C)C#Cc1ccc2c(c1)O[C@@H](CN(C)C)[C@@H](C)CN([C@@H](C)CO)S2(=O)=O	9	-2	0.0	x	6	1.4	1	-8
Cc1cccc(N2CCN(C(=O)COc3cccc4c3OC(C)(C)C4)CC2)c1C	-9	x	0.0	8	-13	0.6	x	2
CN(C)C(=O)c1ccc(NC(=O)COc2ccc([N+](=O)[O-])cc2)cc1	10	x	0.3	2	-15	0.1	x	2
Cc1nn(CCO)c2ncc(C(=O)c3cc(F)ccc3O)cc12	15	-12	0.0	-3	-6	2.2	2	2
Cc1c(C(=O)N2CCCCC2CCN2CCCC2=O)oc2c(F)cccc12 (configuration not stated)	29	x	0.0	-2	-1	1.3	1	7
CCCCNC(=O)c1sc2ncnc(N3CCc4ccccc4C3)c2c1C	9	1	x	-2	-27	4.0	-17	-2
COc1ccc(-c2cnc3c(c2)C(=O)N([C@H](C)CO)C[C@@H](C)[C@H](CN(C)Cc2ccccc2)O3)cc1	-19&-13	4&-2&-6	0.4&-1.2	-1&0	-5&-1&0	1.4&0.1&-0.9	-8&1&2	-4&-5
CCCCc1cc(=O)oc2c(C)c(OCC(=O)N3C[C@H]4C[C@@H](C3)c3cccc(=O)n3C4)ccc12	-9	5	x	-1	4	-0.7	-15	1
CC(=O)C1=C(c2ccc(Br)cc2)C(=O)c2ccccc2C1=O	-35	-75	-0.1	x	x	x	1	6
O=C(c1ccccc1)n1nc(-c2ccccc2)nc1NCc1ccco1	x	14	0.0	1	-30	1.7	1	22
COc1cccc(CC(CC(=O)O)C(=O)Nc2cc(C)ccc2C)c1 (configuration not stated)	-8	7	0.3	1	2	0.9	0	0
CCc1ccc2c(CN3CCN(S(=O)(=O)c4ccccc4F)CC3)cc(=O)oc2c1	4	x	0.4	1	2	0.5	-6	-11
COc1ccc(C#Cc2c(C=O)n(C)c3ccccc23)cc1	14	0	-0.1	0	-25	-1.4	5	-15
O=C(CN1CCCCC1)Nc1ccc(S(=O)(=O)NC2CCCCC2)cc1	14	1	x	0	-5	0.4	1	10
COc1ccc(C=C2C(=O)c3ccccc3C2=O)cc1O	10	-1	0.3	-5	-19	1.2	1	0
Cc1ccccc1COc1cccn2c(N(C)C(=O)CCC3CCCC3)c(C)nc12	-9	14	1.0	-7	-21	3.0	-7	x
COc1ccc(-c2c(-c3cc(OC)cc(OC)c3)n(C)c3ccc(-c4ccn[nH]4)cc23)cc1	10	-13	-0.2	x	-5	4.3	6	2
Cc1c(Cl)cccc1NC(=O)COC(=O)Cn1cnc2c1c(=O)n(C)c(=O)n2C	10	-3	0.0	-4	-4	-0.6	5	-7
COc1ccc(S(=O)(=O)N2C[C@H](O)COC[C@H]3O[C@H](CC(=O)NCCCN(C)C)CC[C@@H]32)cc1	8	-3	0.0	-1	14	-0.8	1	-6
Cc1cccc(CN2C(=O)[C@H]3Cc4c([nH]c5ccccc45)C(C)(C)N3C2=O)c1	x	x	0.0	5	-14	-0.4	0	-1
C[C@@H]1CN([C@H](C)CO)C(=O)c2cccc(NC(=O)Nc3ccc(C(F)(F)F)cc3)c2O[C@H]1CN(C)C	-5	4	-1.4	0	-5	0.7	6	-1
C#CC1(O)CCC2C3CCC4=Cc5oncc5CC4(C)C3CCC21C (configuration not stated)	-17	-3	0.0	-1	-4	3.1	5	x
C=CCN(CC=C)C(=O)CN1C(=O)NC(C)(c2ccc3cc(OC)ccc3c2)C1=O (configuration not stated)	-23	5	0.0	1	0	-2.1	-6	1
CC(=O)N1[C@@H](CO)[C@@H](c2ccccc2)C12CN(C(=O)c1cnccn1)C2	7	x	0.2	x	-14	-0.5	x	x
O=C(Nc1ccccc1Cl)c1ccc2nc(N3CCOCC3)sc2c1	22	33	0.3	1	0	1.9	-6	-6
CCCS(=O)(=O)c1nc(S(=O)(=O)c2ccc(C)cc2)c(N2CCC(C(N)=O)CC2)s1	10	-2	0.0	0	-5	1.2	5	-3
COc1cccc(NC(=O)CCC(=O)N2CC(C)Oc3ccc(C)cc32)c1 (configuration not stated)	x	7	0.1	1	3	0.2	-2	-1
C/C=C/c1ccc([C@H]2[C@@H](CO)N(C(=O)CC)[C@@H]2CNC(=O)c2ccncc2)cc1	-1	2	0.4	x	x	-0.1	-5	-3
COC(=O)c1c(NC(=O)C(=O)N2CCOCC2)sc2c1CCCC2	23	-2	0.0	-4	-4	0.5	x	2
CN(C(=O)c1cccc(NC(=O)Cc2ccc(NC(=O)C3CCN(C(=O)C4CCC4)CC3)cc2)c1)C1CCCC1	-26	-1	0.1	-2	-31	-0.4	-1	-1
Cc1cccc(C)c1NC(=O)NCc1ccco1	-9	-4	0.0	0	-9	-0.5	0	12
COc1ccc([N+](=O)[O-])cc1N(CC(O)CN(CC(C)C)CC(C)C)S(=O)(=O)c1ccc(C)cc1 (configuration not stated)	-55	-3	-0.3	-1	-7	2.1	-2	6
CCc1nc2ccc(C(=O)NC3CCN(C)CC3)cn2c1N(C)CCC(C)C	11	-4	0.0	-9	-2	1.3	16	x
COc1ccc(/C=C(\C#N)C(=O)OCC(=O)Nc2c(C)cccc2C(C)C)cc1	-23	-5	0.2	x	x	x	2	-2
C=C(C)CN(CC)c1ccc(N2C(=O)CCCC2=O)cc1[N+](=O)[O-]	4	-6	0.1	3	-3	-2.3	4	-1
Cc1ccc(C)c(NS(=O)(=O)c2cc(C(=O)Nc3ccccc3-c3ccccc3)ccc2C)c1	-39	-4	x	x	x	x	-6	1
CN1CCCCN2[C@@H](CO)[C@@H](c3ccc(-c4ccc(F)cc4)cc3)[C@@H]2C1	1	6	0.1	-1	28	-0.2	7	6
CCCCNC(=O)N1CCOCCOCCN(C(=O)NCCCC)CCOCCOCC1	8	0	x	x	x	x	-6	1
COc1ccc(OC)c(Nc2c3c(nc4ccccc24)CCC3)c1	18	-8	0.3	2	-1	6.0	10	8
CC1C(=O)N(Cc2cn(CCC3OCCO3)nn2)CCS(=O)(=O)N1Cc1ccc(-c2ccc(F)nc2)cc1 (configuration not stated)	27	6	0.0	x	-14	0.4	-4	x
Cc1noc(C)c1NC(=O)Nc1ccc2c(c1)C(=O)N([C@@H](C)CO)C[C@@H](C)[C@@H](CN(C)C(=O)Nc1cccc3ccccc13)O2	-5	0	-0.6	1	-5	-0.1	-5	7
NS(=O)(=O)c1cccc(NS(=O)(=O)c2ccc3ccccc3c2)c1	0	4	0.0	1	-16	2.5	-11	-9
CC(C)c1nc2cc(C(=O)N3CCNC(=O)C3c3cccc(F)c3)ccc2o1 (configuration not stated)	23	4	0.3	-5	-8	-2.7	-5	-10
CN(C)S(=O)(=O)N1CCC(Oc2ccc(C(=O)NC3Cc4ccccc4C3)cc2)CC1	0	29	0.1	-1	-5	-0.3	6	6
COc1cc(NC(=O)CN2C(=O)C(=O)N(CC(C)C)C2=O)cc(OC)c1	43*	-2	0.0	1	-3	-2.6	1	-5
CC1CN(C(=O)CN2C(=O)c3ccccc3S2(=O)=O)CC(C)O1 (configuration not stated)	5	-7	x	x	x	x	-4	-23
COc1cccc(OCCOCC(O)CN2CCN(Cc3ccc(Cl)cc3)CC2)c1 (configuration not stated)	-35	x	0.0	-2	1	x	5	-10
CC1(C)Cc2c(cnn2-c2ccccc2)C(NC(=O)c2ccoc2)C1 (configuration not stated)	-1	-4	0.0	0	-7	-1.5	-3	-3
C[C@H](CO)N1C[C@H](C)[C@@H](CN(C)S(=O)(=O)c2ccc(F)cc2)Oc2ccc(NC(=O)CCCN(C)C)cc2CC1=O	21	5	0.0	-2	6	1.4	10	-3
O=C(CSc1ncnc2c1cnn2-c1ccccc1)Nc1ccccc1	13	8	x	-3	16	4.5	5	-46
Cc1ccc2cc(/C=N/NC(=O)c3ccccc3[N+](=O)[O-])c(Cl)nc2c1	4	2	-0.1	-4	-23	-0.5	14	2
CCOC(=O)C1(CC2CC2)CCN(Cc2ccc(C(=O)OC)cc2)CC1	-12	-2	-0.3	-8	-13	1.4	2	3
O=C(NCc1ccco1)c1cc(S(=O)(=O)NC2CC2)ccc1Br	-1	0	0.1	1	-15	1.9	x	x
COc1ccc(CC(=O)N2CCN(c3ccccc3)CC2)cc1OC	2	1	-0.1	0	0	-1.7	0	0
CCCNC(=O)N1C[C@H](C)[C@H](OC)CN(C)C(=O)c2cc(NC(C)=O)ccc2OC[C@H]1C	0	2	0.3	-1	-14	-0.3	-12	-4
O=C(CNC(=O)c1ccccc1Br)NNC(=O)c1cccs1	-8	x	0.0	-1	7	2.2	3	0
O=C(c1ccccc1SCc1ccccc1)N1CCCCCC1	-13	x	0.2	2	-1	-1.0	x	-5
Cc1cc(=O)oc(C)c1C(=O)Nc1ccccc1F	2	x	0.1	2	-5	-31	-1	-5
The listing continues:
SMILES	INS-1E GSIS act	esBAF inh	Xi reactivation	ERAP1 inh	RAD52 anneal inh	F508del corr	RAD54 branch	ARNT-TACC3 inh
C[C@H]1CN([C@@H](C)CO)C(=O)c2cc(-c3ccc(F)cc3)cnc2O[C@@H]1CN(C)S(C)(=O)=O	-1	0	0.0	3	5	0.8	-6	0
O=c1[nH]c2ccccc2n2cnnc12	13	x	0.1	-3	3	0.5	x	x
CN(C)c1ccc2c(c1)[C@H]1C[C@@H](CC(=O)N3CCc4ccccc4C3)O[C@@H](CO)[C@H]1O2	-4	-1	-0.1	3	-28	3.2	10	2
CC1(C)CSC(C)(C)C(=O)N1	-8	0	0.1	2	14	-1.9	-18	1
COc1ccc(/C=C/C(=O)O)cc1S(=O)(=O)NCc1ccccc1	4	x	0.5	-3	-8	1.1	-9	-1
CCCN(CC(=O)Nc1ccccc1C)C(=O)c1ccc(S(=O)(=O)N2CCCCCC2)cc1	-17	x	0.5	1	-12	-2.6	-6	31
CCOC(=O)c1c(C)oc2c1C(=O)c1ccccc1C2=O	7	49*	-0.1	9	-17	-5.3	3	-5
CCOc1ccc(C(=O)COC(=O)c2cccc(-n3cnnn3)c2)cc1	15	74*	-0.1	-4	-13	0.4	-1	x
O=C(COC(=O)C1CC1)Nc1ccc([N+](=O)[O-])cc1C(F)(F)F	14	4	-0.1	3	-6	-2.1	-2	2
CN1CCC(N(C)C(=O)c2ccc(Cl)c(S(=O)(=O)Nc3ccc(Cl)cc3)c2)CC1	1	-4	0.0	-16	-6	-0.5	-5	0
CCOC(=O)c1sc2nc(CSc3ccccc3)nc(N3CCC(C(N)=O)CC3)c2c1C	-11	x	-0.6	3	-81	0.0	x	0
